# APE1 inh: qHTS Assay for Inhibitors of the Human Apurinic/apyrimidinic Endonuclease 1 (APE1). DNA repair nuclease/redox regulator APEX1 (Homo sapiens), P27695. recombinant APE1, TAMRA/BHQ-2 abasic DNA cleavage fluorescence. Potency, µM (highest dose often 65.8 µM), inactives show at the top dose activity change, negative = inhibition, usual class: inhibitors. 350,000 compounds, 0.35% hits. AID 2517, 2012;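 further: potency means the concentration at half of the fitted maximal effect; plate controls were vehicle for no effect and reference inhibitor for full effect; nearly all actives have a fitted effect of over 55% in size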
# Target sequence (P27695 whole entry, looked up): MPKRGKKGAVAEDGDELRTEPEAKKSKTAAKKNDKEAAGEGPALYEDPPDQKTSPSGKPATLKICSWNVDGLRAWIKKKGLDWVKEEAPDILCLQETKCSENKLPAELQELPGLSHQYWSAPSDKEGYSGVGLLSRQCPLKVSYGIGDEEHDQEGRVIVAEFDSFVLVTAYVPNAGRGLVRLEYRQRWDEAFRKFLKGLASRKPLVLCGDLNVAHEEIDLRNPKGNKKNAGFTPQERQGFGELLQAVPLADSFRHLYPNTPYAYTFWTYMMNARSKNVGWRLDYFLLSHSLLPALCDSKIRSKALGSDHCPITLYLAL
#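 Activity was derived from the fluorescence gain between first and third kinetic reads (60 s intervals, ex 525/em 598 nm) after 50 nM THF-abasic TAMRA/BHQ-2 duplex was added to 0.75 nM APE1 preincubated 15 min with compound.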
# RXFP1 antag: qHTS Assay for Antagonists of the Relaxin Receptor RXFP1. Relaxin receptor 1 (Homo sapiens), Q9HBX9. HEK293-RXFP1, relaxin-stimulated cAMP HTRF, 30 min; hits give low values. activity change, negative = inhibition, % at 57.5 µM. 350,000 compounds, 0.59% hits;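 active means activity change of -60% or lower, but not beyond a set lower limit; inconclusive means change between -60% and -40%, or beyond the set limit; inactive means change above -40%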; further: on the % scale 0 is the no-effect control and ±100 the full control effect
# Target sequence (Q9HBX9 whole entry, looked up): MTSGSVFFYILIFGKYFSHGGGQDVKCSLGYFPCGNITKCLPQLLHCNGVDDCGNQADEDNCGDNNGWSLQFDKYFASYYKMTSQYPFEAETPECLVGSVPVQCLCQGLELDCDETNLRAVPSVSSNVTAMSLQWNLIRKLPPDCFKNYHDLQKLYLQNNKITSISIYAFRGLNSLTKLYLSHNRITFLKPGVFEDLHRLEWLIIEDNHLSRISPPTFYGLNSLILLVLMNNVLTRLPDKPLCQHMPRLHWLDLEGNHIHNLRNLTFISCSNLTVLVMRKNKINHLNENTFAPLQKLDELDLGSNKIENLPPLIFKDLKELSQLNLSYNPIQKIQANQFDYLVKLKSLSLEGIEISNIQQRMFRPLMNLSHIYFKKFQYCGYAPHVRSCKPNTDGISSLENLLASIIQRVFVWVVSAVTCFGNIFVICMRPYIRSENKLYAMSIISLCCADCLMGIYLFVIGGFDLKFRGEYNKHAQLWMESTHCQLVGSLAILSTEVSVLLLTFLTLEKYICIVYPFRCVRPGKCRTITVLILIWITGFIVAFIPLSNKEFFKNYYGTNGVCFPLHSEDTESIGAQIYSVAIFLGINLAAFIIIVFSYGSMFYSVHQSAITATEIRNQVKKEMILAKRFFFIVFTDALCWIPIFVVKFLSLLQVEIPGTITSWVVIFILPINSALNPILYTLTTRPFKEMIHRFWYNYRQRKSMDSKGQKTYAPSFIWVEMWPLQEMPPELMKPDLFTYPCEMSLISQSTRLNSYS
# BLM helicase inh: qHTS Assay for Inhibitors of Bloom's syndrome helicase (BLM) | Potency, µM (series often up to 56.1 µM), for the others: top-dose activity change, negative = inhibition, most hits filed as inhibitors | recombinant BLM DNA unwinding, fluorescence dequenching | 350,000 compounds, 0.2% hits | RecQ-like DNA helicase BLM (Homo sapiens), P54132;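 further: potency means the concentration at half of the fitted maximal effect; plate controls were vehicle for no effect and no enzyme for full effect; nearly all actives have a fitted effect of over 35% in size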
# Anesthetic bind: qHTS Assay for Identification of Novel General Anesthetics; apoferritin/1-aminoanthracene competitive binding, fluorescence; 350,000 compounds, 0.074% hits; Ferritin light chain (Equus caballus), P02791; Potency, µM (doses to about 77.5 µM), for the others: at the top dose activity change, negative = displacement, most hits filed as inhibitors; AID 485281, 2010; further: potency means the concentration at half of the fitted maximal effect; on the % scale 0 is the no-effect control and ±100 the full control effect; nearly all actives have a fitted effect of over 20% in size
#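 Horse-spleen apoferritin (10 uM) in 50% saturated 1-aminoanthracene in PBS was incubated 10 min at room temperature with compound. Fluorescence (ex 380, em 535 nm) was normalized to free and bound 1-AMA, with concentration-response fitted by a four-parameter Hill equation.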
# POLH inh: qHTS for Inhibitors of Polymerase Eta; DNA polymerase eta (Homo sapiens), Q9Y253; recombinant Pol eta, fluorescent DNA replication assay; Potency, µM (highest dose often 114 µM), for the others: top-dose activity change, negative = inhibition, hits mostly inhibitors; 390,000 compounds, 1.2% hits; AID 588591, 2011; further: potency means the concentration at half of the fitted maximal effect; on the % scale 0 is the no-effect control and ±100 the full control effect
#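 Pol eta (10 nM) was preincubated with compounds for 15 min at room temperature, after which fluorescent replication substrate (50 nM final) was added to start the reaction. Fluorescence was read kinetically at 0 and 10 min.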
# POLB inh: qHTS Assay for Inhibitors of DNA Polymerase Beta | 340,000 compounds, 1.3% hits | AID 485314, 2010 | Pol beta primer extension/strand displacement, fluorescence kinetic | P06746 | Potency, µM (top dose mostly 114 µM), without a hit: top-dose activity change, negative = inhibition, most hits filed as inhibitors; further: potency means the concentration at half of the fitted maximal effect; on the % scale 0 is the no-effect control and ±100 the full control effect
#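 Reaction started by 50 nM substrate onto compound-treated Pol beta (10 nM, 15 min preincubation, room temperature); plates read at 0 min and 10 min. Normalized concentration-effect data fitted by four-parameter Hill equation.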
# POLI inh: qHTS for Inhibitors of Polymerase Iota. DNA polymerase iota (Homo sapiens), Q9UNA4. Pol iota fluorescent replication assay, 10 min. Potency, µM (titrated, usually from 115 µM), without a hit: top-dose activity, negative = inhibition, usual class: inhibitors. 390,000 compounds, 1% hits; further: potency means the concentration at half of the fitted maximal effect
#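 Fluorescent replication assay read twice, at 0 min and 10 min after adding 50 nM (final) substrate. Enzyme (10 nM) and compounds were first incubated 15 min at room temperature; enzyme-free buffer wells were negative controls.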
# POLK inh: qHTS for Inhibitors of Polymerase Kappa | DNA polymerase kappa (Homo sapiens), Q9UBT6 | purified Pol kappa, fluorescent DNA synthesis assay, 10 min | Potency, µM (top dose mostly 107 µM), inactives show top-dose activity, negative = inhibition, hits mostly inhibitors | 400,000 compounds, 0.53% hits | AID 588579, 2011; further: potency means the concentration at half of the fitted maximal effect; on the % scale 0 is the no-effect control and ±100 the full control effect
#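 Readout: fluorescence, taken kinetically at 0 and 10 min. Conditions: 10 nM Pol kappa, 15 min RT compound preincubation, 50 nM substrate final. Controls: enzyme-free buffer wells.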
# Tb PGK inh: qHTS Assay to Find Inhibitors of Phosphoglycerate Kinase. Phosphoglycerate kinase, glycosomal (Trypanosoma brucei brucei), P07378. PGK/GAPDH coupled, Kinase-Glo luminescence, 60 min. Potency, µM (titrated, usually from 57.5 µM), for the others: top-dose activity change, negative = inhibition, usual class: inhibitors. 380,000 compounds, 0.043% hits. AID 602233, 2012; further: potency means the concentration at half of the fitted maximal effect; on the % scale 0 is the no-effect control and ±100 the full control effect; nearly all actives have a fitted effect of over 60% in size
#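 Luminescent ATP detection (Kinase-Glo Plus) follows a 60-minute room-temperature incubation, with wells lacking PGK as controls. Buffer: 100 mM TEA (pH 7.6), 5 mM MgCl2, 0.01% Tween-20. Coupling enzyme GAPDH (100 nM final) supplies unstable 1,3-BPG in-well.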
# The depositor's hits bear a star; i = inactive; ? = inconclusive; . = not tested or not shown; [ ] = dose if it differs, or a comment. Unless noted, the call rests on the fitted dose curve; in most records, active means well fitted curve in the direction sought with a large enough effect; inconclusive means small, poorly fitted or top-dose-only effect, or another doubt; inactive means no such curve, though single readings can be large; an effect the other way counts as inactive or inconclusive.
# Below each SMILES – APE1 inh	RXFP1 antag	BLM helicase inh	Anesthetic bind	POLH inh	POLB inh	POLI inh	POLK inh	Tb PGK inh
O=C(NC1CC1)c1ccc(Cn2c(SCc3cccc(F)c3)nc3cccnc32)cc1
 : .	10.4	4.9%	-0.2%	14.3%	7.1%	-2.9%	2.6%	0.1%
CNC(=O)/C(=C\c1cccc(Oc2ccccc2)c1)NC(=O)c1ccccc1
 : -0.4%	-5.8	4.0%	-2.8%	-5.4%	20.5%	114.9%[activator]	-15.3%	5.4%
CCCN=C1N(C)C[C@@H]2[C@@H]3C(=O)N(C)C(=O)[C@@H]3[C@](CC)(C(=O)OC)N12
 : 13.7%	.	.	.	0.0%	.	?	10.5%	-4.8%
Cc1cc(OCCOCCN(C)C)ccc1Cl
 : -0.4%	-13.2	2.5%	-6.4%	-6.0%	16.2%	2.1%	2.4%	1.8%
O=[N+]([O-])c1nn(-c2ccc3c(c2)OCCO3)n(O)c1=NCc1ccc(F)cc1
 : 16.3%	2.1	-15.1%	4.3%	-9.4%	27.4%	-0.3%	-20.6%	-4.0%
Cc1cccc(N2CCN(C(=O)CN(C)S(=O)(=O)c3ccc4c(c3)CCC(=O)N4)CC2)c1C
 : -2.5%	.	-5.5%	-9.4%	-14.4%	-15.5%	9.4%	-3.7%	-1.1%
CCN1CCN(c2ncc3c(n2)CCN(Cc2ccccc2C)C3)CC1
 : .	-18.4	7.1%	1.8%	-4.3%	-1.9%	10.5%	-10.8%[60.1 µM]	8.8%
FC(F)(F)c1ccc(/C=N/n2c(COc3ccccc3)n[nH]c2=S)cc1
 : -8.8%	-3.7	-13.8%	-14.3%	-6.0%	15.4%	16.4%	-9.8%	-2.6%
CCc1ccc(NS(=O)(=O)c2ccc3[nH]cc(C(=O)NCc4ccc(C)cc4)c(=O)c3c2)cc1
 : .	-15.1	-1.9%	?	?	?	-28.8%	-19.8%	1.4%
CS(=O)(=O)Nc1ccccc1C(=O)NCCSc1ccccc1
 : 1.5%	4.2	1.9%	-8.2%	-24.6%	21.0%	90.4%[activator]	-11.6%	4.0%
Cc1ccc(-n2c(Cc3noc4ccccc34)n[nH]c2=S)cc1
 : -2.1%	-9.1	4.1%	-2.1%	9.7%	21.2%	111.7%[activator]	1.3%	-2.7%
CCC1(C)Cc2c(sc3c2c(=O)n(C)c2nnc(SCc4ccccc4)n32)CO1 (stereo not drawn)
 : 0.8%	-14.4	-1.6%	6.3%	-6.7%	0.5%	-11.5%	0.0%	-12.7%
Cn1cnnc1SC(C(=O)Nc1ccc(F)cc1)c1ccccc1 (stereo not drawn)
 : 2.9%	5.3	0.9%	0.3%	-20.3%	-8.5%	8.4%	-3.0%	-5.5%
CCOc1ccc(CCNC(=O)c2ccc3nc(N4CCC(C)CC4)sc3c2)cc1OCC
 : .	.	-4.8%	-2.5%	-13.9%	-0.7%	36.5%[activator]	-8.0%	-7.5%
COc1ccc(CCNC(=O)c2cccc(S(=O)(=O)NC(C)c3ccccc3)c2)cc1 (stereo not drawn)
 : 40.4%	5.2	.	.	-8.0%	.	-1.6%	-1.4%	-1.0%
Cc1ccc(N=C(N(C)C)P(=O)(N(C)C)N(C)C)c(C)c1
 : 1.7%	10.2	-11.8%	-4.1%	-17.8%	2.1%	21.6%	-0.5%	-2.8%
Cc1nn(-c2ccc(Cl)cc2)c(=O)c2c(C)noc12
 : 15.4%	-5.0	-1.4%	-4.9%	-23.1%	20.2%	167.4%[activator]	1.3%	i
Cc1cccc(N2CCN(S(=O)(=O)c3cn(C)c(C)n3)CC2)c1C
 : .	.	2.8%	-8.8%	-5.4%	3.4%	-12.8%	-7.3%[60.1 µM]	-2.3%
COc1ccc(OC)c(C(=O)NC2CCSc3ccccc32)c1 (stereo not drawn)
 : -4.9%	4.8	-2.2%	-11.5%	-21.5%	17.3%	54.2%[activator]	-9.5%	-9.5%
COc1ccc(NC(=O)N2CCCCC2c2cccnc2)cc1 (stereo not drawn)
 : 4.0%	.	-0.6%	3.0%	-16.0%	29.8%	8.5%	1.2%	2.4%
CC1=CC(C)(C)NC(=S)N1c1ccc(N(C)C)cc1
 : .	-2.9	.	.	-17.4%	.	38.1%[activator]	2.9%	i
Cc1ccc(Sc2sc(=O)n(C)c2S(=O)(=O)c2ccc(C)cc2)cc1
 : 8.7%	-9.1	-1.8%	0.1%	-7.5%	53.7%	44.4%[activator]	11.6%	-2.8%
O=C(CSc1nc2c(sc3ccccc32)c(=O)n1CCO)NCC1CCCO1 (stereo not drawn)
 : -2.5%	3.7	-0.6%	1.9%	-10.3%	-12.6%	2.2%	-1.9%	-6.6%
O=C1CCCN1CC1CCN(Cc2nc(CC3CC3)no2)CC1
 : 4.2%	1.7	2.2%	-4.3%	-8.4%	5.2%	24.5%	7.9%	-7.2%
CC(=O)Nc1ccc(NC(=O)CC(C)n2ccc(C)n2)cc1 (stereo not drawn)
 : .	7.0	-1.6%	0.7%	4.7%	-20.0%	1.1%	-5.6%	i
Cc1ccc(CS(=O)(=O)CCC(=O)NCc2cccs2)cc1
 : 0.6%	23.2	-2.9%	-5.8%	-8.4%	21.1%	-9.5%	-10.9%	-2.2%
O=C(Nc1cccc(Cl)c1N1CCOCC1)c1ccc([N+](=O)[O-])o1
 : 4.4%	2.6	-1.8%	-9.5%	-18.0%	4.3%	24.3%	-2.8%	-9.3%
Cc1ccc(C2=NS(=O)(=O)N(C)C(C(=O)NC3CCCCC3)=C2)cc1
 : 49.2%[activator]	-0.4	0.8%	?	-17.3%	?	19.4%	-4.1%	-8.5%
Cn1c(=O)cc(SCC(=O)Nc2cccnc2)c2ccccc21
 : 14.1%	11.3	0.7%	-17.8%	3.3%	31.3%	-8.0%	-2.7%	i
CSCCC(NS(=O)(=O)c1ccccc1F)C(=O)Nc1cccc(C)n1 (stereo not drawn)
 : 42.8%	-25.7	0.3%	-8.8%	-15.9%	28.6%	-17.2%	-3.3%	i

# Below each SMILES – APE1 inh	RXFP1 antag	BLM helicase inh	Anesthetic bind	POLH inh	POLB inh	POLI inh	POLK inh	Tb PGK inh
N#Cc1ccccc1NC(=O)c1ccc(-c2ccccc2Cl)o1
 : -10.7%	10.1	-2.5%	9.1%	-9.7%	-3.6%	-1.5%	-2.1%	-1.4%
CCOc1c(Cl)cc(CNCc2ccccn2)cc1OC
 : -1.7%	-4.1	-1.7%	-2.5%	-23.1%	3.6%	-3.3%	15.1%	-7.1%
COc1c(Cl)cccc1-c1cn2ccccc2n1
 : -4.1%	-12.7	3.5%	2.9%	-18.0%	-0.4%	48.0%[activator]	-0.7%	-21.2%
COc1ccccc1C(=O)Nc1ccc(NC(=O)c2cccs2)cc1
 : .	-2.5	-2.4%	238.8%[activator]	-15.9%	1.7%	-19.7%	-28.6%	-5.7%
COc1ccc(/C(C)=N\NC(=O)CNC(=O)C(c2ccccc2)c2ccccc2)cc1OC
 : -7.5%	4.2	-6.1%	-10.9%	-11.4%	1.7%	23.9%	-13.0%	-1.2%
O=C(CN1C(=O)NC2(CCc3ccccc32)C1=O)NCc1ccc(F)cc1 (stereo not drawn)
 : 20.7%	-5.9	.	.	-14.3%	.	15.8%	4.5%	-2.3%
COc1cc(C(=O)OCCNC(=O)c2ccncc2)cc(OC)c1OC
 : 14.3%	-8.0	6.0%	11.3%	-9.7%	25.6%	4.2%	-10.1%	0.5%
CN1C(=S)SC(N(O)C(=O)Nc2cccc3ccccc23)C1(C)C (stereo not drawn)
 : 1.6%	-1.0	-3.0%	?	0.5%	13.2%	33.0%[activator]	-4.4%	i
CCOC(=O)C1=C(COC(=O)COc2ccc(C(C)=O)cc2)NC(=O)NC1C (stereo not drawn)
 : 19.0%	-6.3	.	.	-1.2%	.	16.4%	-14.0%	-10.8%
CCOc1ccc(C2=NC(c3ccc(OC)cc3)=Nc3ccc(Cl)cc3N2)cc1
 : .	-3.1	0.6%	-0.8%	-6.2%	7.1%	-2.5%	2.1%	5.6%
CCOc1cc(NC(=O)C(C)C)c(OCC)cc1NC(=O)Nc1ccccc1
 : 7.3%	-0.4	-6.5%	-14.0%	-8.0%	2.6%	32.1%	9.2%	i
Cc1cc(S(=O)(=O)NCC(c2ccc(N(C)C)cc2)N2CCOCC2)ccc1F (stereo not drawn)
 : .	-27.4	-1.4%	0.3%	13.0%	?	-12.5%	-7.9%[60.1 µM]	-1.3%
CCC1OC(=O)C(C)[C@@H](O[C@H]2C[C@@](C)(OC)C(O)C(C)O2)C(C)[C@@H](O[C@@H]2OC(C)CC(N(C)C)C2O)[C@@](C)(O)CC(C)C2NC(COCCOC)O[C@H](C2C)[C@@]1(C)O (stereo partly drawn)
 : 4.0%	.	-2.7%	-0.7%	.	.	.	1.7%[60.1 µM]	.
COc1ccc(C(NC(=O)c2ccco2)c2ccc(OC)c(OC)c2)cc1OC
 : 9.4%	-0.7	-4.1%	-5.4%	-9.8%	-13.0%	-24.1%	-5.2%	i

# A section of the results above, for reference:
# Below each SMILES – APE1 inh	RXFP1 antag	BLM helicase inh	Anesthetic bind	POLH inh	POLB inh	POLI inh	POLK inh	Tb PGK inh
COc1c(Cl)cccc1-c1cn2ccccc2n1
 : -4.1%	-12.7	3.5%	2.9%	-18.0%	-0.4%	48.0%[activator]	-0.7%	-21.2%
COc1ccccc1C(=O)Nc1ccc(NC(=O)c2cccs2)cc1
 : .	-2.5	-2.4%	238.8%[activator]	-15.9%	1.7%	-19.7%	-28.6%	-5.7%

# Screens as filed in PubChem BioAssay.

# Not all compounds are listed; count on the stated rates, not on these rows.
